Screening data (PubChem)
Exocytosis inh = lytic granule exocytosis inhibition. TALL-104 LAMP-1 surface exposure, flow cytometry; cells stimulated with thapsigargin and PMA. 360,000 tested, 0.66% active. inhibition, % at 10 µM;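 active = inhibition above about 55%, limit read from the data; inconclusive = no clear call, values can overlap the other calls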
MC4R barr agon = agonists of human melanocortin 4 receptor (MC4R) beta-arrestin; P32245; U2OS MC4R beta-arrestin complementation, luminescence; percent of melanotan II response, DMSO zero; activation, % at 8.9 µM; 360,000 tested, 0.98% active;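 active = activation above a per-plate cutoff, the mean activation of sample wells on that plate plus 3 SD, cut at about 8% in these data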
aDG glyco act = increases alpha dystroglycan glycosylation; Pro5-aDG cells, alpha-DG glycosylation AlphaScreen (IIH6); 0% Pro5, 100% B10-LARGE cell signal; activation, % at 10 µM; 360,000 tested, 0.22% active; AID 624168;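 active = activation of at least 8% versus controls, or a plate z-score of at least 8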;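 also: Pro5 are CHO cells carrying HIG-tagged alpha-DG that lacks glycosylation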
ABCB6 inh 2 = inhibitors of human ABC transporter ABCB6. fluorescence ratio to DMSO, % at 10 µM. 360,000 tested, 0.19% active. Q9NP58. K562-ABCB6 porphyrin accumulation, flow cytometry, 1 h; hits give low values. AID 602162;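 active = fluorescence ratio to DMSO below 75%, the collection mean minus 3 SD; inconclusive = too few cells collected in the well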;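 also: signal is porphyrin accumulated inside mitochondria; 100% equals median channel fluorescence of DMSO control wells; lower ratio means ABCB6 inhibition with less porphyrin fluorescence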
Target sequence (Q9NP58 whole entry, looked up): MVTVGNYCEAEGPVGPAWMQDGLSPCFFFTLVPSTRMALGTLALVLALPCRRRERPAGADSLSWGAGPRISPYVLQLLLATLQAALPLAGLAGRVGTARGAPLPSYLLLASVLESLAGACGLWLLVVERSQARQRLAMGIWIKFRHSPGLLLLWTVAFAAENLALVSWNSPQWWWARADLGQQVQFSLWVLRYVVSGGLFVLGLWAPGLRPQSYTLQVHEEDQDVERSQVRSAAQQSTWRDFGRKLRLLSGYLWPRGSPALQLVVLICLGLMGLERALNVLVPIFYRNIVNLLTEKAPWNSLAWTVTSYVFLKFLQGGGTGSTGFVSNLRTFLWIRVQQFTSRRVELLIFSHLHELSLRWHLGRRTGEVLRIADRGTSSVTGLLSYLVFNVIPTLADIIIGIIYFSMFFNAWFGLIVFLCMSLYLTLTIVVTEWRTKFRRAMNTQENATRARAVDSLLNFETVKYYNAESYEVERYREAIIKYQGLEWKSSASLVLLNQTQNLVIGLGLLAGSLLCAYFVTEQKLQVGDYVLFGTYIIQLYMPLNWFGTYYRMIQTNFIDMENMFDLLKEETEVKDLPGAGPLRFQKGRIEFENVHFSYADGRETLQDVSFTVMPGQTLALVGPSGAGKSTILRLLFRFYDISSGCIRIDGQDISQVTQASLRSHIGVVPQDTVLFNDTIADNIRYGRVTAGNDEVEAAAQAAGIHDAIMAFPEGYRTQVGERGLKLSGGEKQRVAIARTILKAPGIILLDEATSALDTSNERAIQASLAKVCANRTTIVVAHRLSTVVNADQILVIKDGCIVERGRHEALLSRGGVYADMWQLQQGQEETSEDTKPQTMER
TLR9-MyD88 block = blocks human TLR9 binding to MyD88 | CHO BLA complementation TLR9-MyD88, CCF4 FRET ratio | AID 504734 | inhibition, % at 4.98 µM | 340,000 tested, 0.21% active;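 active = inhibition above the mean over all tested compounds plus 3 SD, cut at about 21% in these data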;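 also: 0% = DMSO only wells and 100% = clavulanate BLA inhibitor control wells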
Vif imaging = HIV Vif inhibition; 340,000 tested, 0.35% active; HEK293T cells, Vif self-association by quenched fluorescence, imaging, 24 h; AID 602346; inhibition, % at 7.49 µM; in the data active = inhibition above about 50%, passing the limit was not always enough; inconclusive = no clear call, values can overlap the other calls; inactive = below about 31%; also: some results filed as inactive read as strong as hits
ABHD5-PLIN5 inh = inhibitors of human ABHD5-perilipin-5 interaction; Q00G26+Q8WTS1; Split G. princeps luciferase complementation, luminescence, 4 h; inhibition, % at 4 µM; 360,000 tested, 0.78% active;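 active = inhibition above the mean inhibition across every tested compound plus 3 SD, cut at about 22% in these data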;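 also: 0% = DMSO only wells and the 100% control is not disclosed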
MC4R antagonist = blocks human MC4R cAMP signaling; P32245; MC4R-expressing cells, MTII-stimulated cAMP, LANCE TR-FRET; inhibition, % at 6.5 µM; 360,000 tested, 0.48% active; AID 540295;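 active = inhibition above its plate's cutoff, the mean of tested wells on that plate plus 3 SD, cut at about 29% in these data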;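 also: 0% = Melanotan II alone and 100% = Melanotan II plus saturating MCL0020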
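Material: U2OS-MC4R stable cell line | Reagent: Melanotan II challenge after compound preincubation | Doses: One concentration, 6.5 µM nominal | Incubation: 30-min compound preincubation, 1-h Melanotan II challenge, 1-h detection, room temperature | Signal: TR-FRET cAMP assay | Replicates: One well per compound, no replicates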
Glyco luc inh = N-linked glycosylation inhibition. reporter increase, % at 12.5 µM. 360,000 tested, 0.23% active. D54 ERlucT glycosylation luciferase reporter, 24 h; percent of 100 nM tunicamycin response;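 active = mean luciferase reporter signal, scaled so untreated is 0 and the glycosylation-blocking control 100, at or above a set limit in every replicate; inconclusive = mean reaches the limit but not every replicate does; inactive = mean below the limit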;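 also: luciferase carries N-glycosylation sites so blocking glycosylation raises the light; 0% = median of neutral control wells and 100% = median of 100 nM tunicamycin wells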
NOD2-RIPK2 inh = NOD2-RIPK2 protein interaction inhibition. CHO BLA complementation NOD2-RIPK2, CCF4 ratio. AID 624267. inhibition, % at 4.98 µM. 360,000 tested, 0.38% active. O43353; in the data active = inhibition above about 21%;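 also: 0% = vehicle only and 100% = reference blocker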
* = called active by the depositor; i = inactive; ? = inconclusive; . = no result given. An excerpt; rates above refer to the full screens.

SMILES | Exocytosis inh | MC4R barr agon | aDG glyco act | ABCB6 inh 2 | TLR9-MyD88 block | Vif imaging | ABHD5-PLIN5 inh | MC4R antagonist | Glyco luc inh | NOD2-RIPK2 inh
CCn1c(SCC(=O)N2CCCC2)nc2c(c1=O)SC(C)C2 (configuration not stated) | -5 | 0.9 | -0.1 | 94 | -9 | -13 | 10 | 2 | 2 | -5
COc1c2occc2c(OC(C)=O)c2c(=O)cc(C)oc12 | 3 | -0.8 | 0.0 | 99 | 1 | -11 | 4 | 0 | -1 | 14
CCc1ccc2c(COC(=O)c3n[nH]c4ccccc34)cc(=O)oc2c1 | 0 | 8.0 | 0.0 | 103 | -11 | -10 | -4 | -11 | -2 | -6
CC1(C)CC(NCc2ccccc2)=CC(=S)N1 | -2 | . | 0.0 | 109 | . | 15 | -13 | . | 0 | 16
O=C(Nc1ccc(S(=O)(=O)N2CCCC2)cc1)c1ccc(CN2CCc3ccccc3C2)cc1 | 3 | 2.7 | 3.1 | 95 | 4 | -16 | 0 | 12 | -15 | -6
CCN(CC)C(=O)CSc1nnc([C@@H](N)C(C)C)o1 | 2 | 2.5 | 0.0 | 93 | -8 | -3 | -3 | 1 | 2 | -10
O=C(Cc1ccc([N+](=O)[O-])cc1)c1ccccc1 | -4 | 0.2 | 0.0 | 131 | -4 | 0 | -7 | -6 | 2 | -6
Cc1cc(C(C)(C)C)c(O)c(C)c1CC1=NCCN1 | 0 | -0.7 | -0.2 | 94 | 7 | -8 | 4 | 13 | -1 | -2
CCCn1c(=O)c(C(=O)Nc2cccc(C)c2)c(O)c2ccccc21 | 14 | -0.6 | 0.0 | 89 | 4 | 1 | -3 | 4 | 2 | -10
O=C(CN1CCCCC1)NC1CCc2cc3c(cc21)CCC3 (configuration not stated) | 1 | -0.3 | 0.1 | 102 | -10 | 17 | -1 | -4 | 0 | -13
COc1ccc(C(=O)NNC(=O)Cc2ccc(Cl)cc2)cc1 | 0 | -0.6 | -0.2 | 96 | 1 | -3 | 7 | 8 | 0 | 3
COc1ccc(N2CCN(C(=O)C3CCN(C(=O)c4cccc(Cl)c4)CC3)CC2)cc1 | -7 | 1.0 | 0.0 | 100 | -15 | -18 | -8 | 5 | -2 | -5
CCn1cc(C(=O)NCC(OC)OC)c(=O)c2cc(S(=O)(=O)N3CCC(C)CC3)ccc21 | 6 | -2.3 | -0.4 | 102 | -21 | 2 | 11 | 18 | 2 | -2
O=C(NNC(=O)C1CCCCC1)c1ccco1 | 0 | -0.3 | -0.1 | 101 | -13 | -6 | 0 | 7 | 2 | -9
O=C(Nc1ccccc1-c1ccccc1)NC1CC2CCCC(C1)N2Cc1ccc(F)cc1 (configuration not stated) | -3 | -0.8 | -0.2 | 94 | -7 | 11 | 5 | 3 | 1 | -6
Cc1ccnc(NC(=O)CNC(=O)C23CC4CC(CC(C4)C2)C3)c1 | -2 | -1.1 | 1.3 | 106 | 3 | -15 | -6 | 17 | -1 | -1
O=C(Nc1ccccc1F)N1CCc2ccccc2C1 | 1 | -0.7 | -0.1 | 99 | 2 | 2 | 8 | 19 | -2 | -3
Cc1cccc(NC(=O)CSC2=NN3CCCC(=O)N=C3S2)c1C | 2 | -1.5 | -0.1 | 96 | 0 | 8 | 0 | 6 | -1 | 0
O=C(NCc1ccccn1)c1ccc(OC2CCN(Cc3ccc(F)cc3F)CC2)cc1 | 7 | -2.8 | 1.5 | 100 | -4 | 29 | -3 | -5 | -6 | -2
O=C(CSc1nnnn1-c1cccc2c1CCCC2)NC1CCCC1 | -3 | -1.7 | 0.8 | 101 | 10 | -1 | -1 | 7 | -1 | 4
CCOC(=O)C1(S(=O)(=O)c2ccccc2)CCN(Cc2ccccc2)CC1 | 0 | -0.1 | 0.0 | 95 | -7 | -2 | 3 | 6 | -5 | -1
Cc1cc(C)nc(SCc2ccc(C(=O)N/N=C/C3CCCCC3)cc2)n1 | -9 | -1.1 | -0.3 | 106 | 3 | -6 | -7 | 1 | 1 | -2
C=CCNc1nc(-c2ccc(OC)cc2OC)cs1 | 1 | -1.5 | 0.2 | 105 | -7 | -2 | -8 | 14 | 2 | 0
CCCOc1ccc(CNC(=O)Cc2cccs2)cc1 | -14 | -1.0 | 0.2 | 88 | 8 | -13 | 0 | 5 | 4 | 2
O=C(OCC(=O)N1CCOCC1)c1c(Cl)ccc(Cl)c1Cl | -1 | -2.4 | 0.1 | 103 | 4 | -7 | 2 | 2 | 6 | -5
C[C@@H]1CN([C@H](C)CO)C(=O)CCCn2nncc2CO[C@@H]1CN(C)S(=O)(=O)c1cn(C)cn1 | -1 | -1.2 | 0.0 | 103 | -11 | 12 | 7 | 6 | 1 | 0
CCOC(=O)c1c(C)nc(-c2ccccc2)nc1NC(C)=O | -4 | -2.4 | 0.5 | 97 | 4 | -2 | -5 | -2 | 2 | -4
Cc1sc(Cc2nc(O)cs2)nc1-c1ccccc1 | 4 | 0.4 | -0.3 | 101 | . | -7 | -29 | 0 | 1 | -7
CCOC(=O)c1ccc(COc2ccc(C(C)C)cc2)o1 | 2 | -0.8 | 0.0 | 103 | 7 | 1 | -8 | 13 | -5 | 3
Cc1ccc(C)c(NC(=O)CN(C)C(=O)Cn2c(=O)oc3ccccc32)c1 | -1 | -1.4 | -0.1 | 93 | -4 | 5 | -6 | 7 | 2 | 13
O=C(NCCCc1ccccc1)C1CCC(CNc2c(N3CCCCC3)c(=O)c2=O)CC1 (configuration not stated) | 3 | 2.6 | -0.1 | 101 | 0 | 7 | 8 | 1 | -3 | -14
CN1CCN(CCC(=O)Nc2ccccc2Cl)CC1 | -1 | 0.2 | 0.1 | 97 | 2 | . | -3 | -2 | . | 6
Cc1cc(C)c(C)c(C(=O)COC(=O)CNC(=O)CN2C(=O)c3ccccc3C2=O)c1C | 0 | 2.3 | -0.1 | i | -6 | -2 | 5 | 3 | 3 | 0
C/C(=N\NC(=O)c1cccc(O)c1)c1cccc(NC(=O)c2ccc(F)cc2)c1 | 0 | 0.9 | -0.2 | 98 | -8 | -5 | 4 | 1 | 0 | 0
CCCc1cc(=O)n2[nH]c(NCc3ccc(OC)cc3)nc2n1 | -2 | -1.9 | -0.1 | 97 | 1 | 9 | -3 | 15 | 0 | -8
Cc1ccc(-n2c(=O)c3sccc3n(CC(=O)NC3CCCC3)c2=O)cc1 | -9 | -1.6 | -0.1 | 101 | 1 | 23 | -7 | 4 | 0 | -6
CCOC(=O)CCCc1c[nH]c2ccccc12 | 6 | -1.2 | -0.2 | 102 | -9 | 0 | -9 | 2 | 2 | -10
O=[S@]1Oc2ccccc2-c2ccccc21 | -4 | 1.3 | 0.0 | 103 | 4 | 43 | 25* | 6 | 3 | -6
O=C(NCCCNC(=O)c1ccccc1Cl)c1cnccn1 | -4 | 0.8 | -0.2 | 106 | -6 | 0 | 7 | 7 | 2 | -1
COc1ccc(C(=O)CC(=O)C(=O)NCCc2cccc(C)c2)cc1 | 0 | 3.7 | 0.1 | 106 | -12 | -5 | 3 | 22 | -1 | -2

Exported with the structure last: entries from further up.
Exocytosis inh	MC4R barr agon	aDG glyco act	ABCB6 inh 2	TLR9-MyD88 block	Vif imaging	ABHD5-PLIN5 inh	MC4R antagonist	Glyco luc inh	NOD2-RIPK2 inh	Molecule
0	0.9	-0.2	98	-8	-5	4	1	0	0	C/C(=N\NC(=O)c1cccc(O)c1)c1cccc(NC(=O)c2ccc(F)cc2)c1
-1	0.2	0.1	97	2	.	-3	-2	.	6	CN1CCN(CCC(=O)Nc2ccccc2Cl)CC1

Continued.
SMILES | Exocytosis inh | MC4R barr agon | aDG glyco act | ABCB6 inh 2 | TLR9-MyD88 block | Vif imaging | ABHD5-PLIN5 inh | MC4R antagonist | Glyco luc inh | NOD2-RIPK2 inh
Cc1ccc(Oc2ccc3c(c2)C(=O)N(c2cccc4cccnc24)C3=O)cc1 | -2 | -1.3 | -0.3 | 97 | 9 | -4 | -6 | 3 | 1 | 3
O=C(N[C@@H]1C/C=C\C[C@H](CC(=O)N(CCO)Cc2ccccc2)C(=O)N[C@@H](Cc2ccccc2)COC1=O)OCC1c2ccccc2-c2ccccc21 | -5 | -2.1 | 1.3 | 97 | -6 | -4 | 9 | 14 | -4 | -7
FC(F)(F)c1cnc(Oc2cccc3ccccc23)c(Cl)c1 | -10 | 1.7 | -0.2 | 96 | -2 | 2 | -3 | 29* | -3 | -1
Cc1ccccc1OCCn1c(S(=O)(=O)O)nc2c(N)ncnc21 | -11 | -1.2 | 0.1 | 99 | -4 | 12 | 5 | 2 | 4 | 6
CC[C@]12c3[nH]c4cc(CCC(=O)N(C)C)ccc4c3CCN1C(=O)[C@@H](CC(=O)NCCCN(C)C)C[C@@H]2C(=O)N1CCN(C(=O)C2CC2)CC1 | -5 | -3.0 | 0.0 | 101 | 2 | . | -3 | 1 | 3 | 11
Cc1ccc(-c2cc(C(=O)N/N=C/c3c(C)nn(C)c3C)c3ccccc3n2)cc1C | 0 | 11* | -0.1 | 96 | 0 | -35 | 11 | 10 | 4 | 5
CSc1nc(N)nc2c1ncn2CC(=O)NCC(c1ccccc1)c1ccccc1 | 2 | -2.9 | 0.1 | 101 | 1 | -5 | 7 | 12 | -3 | 13
CCCN(C(=O)C(C)Oc1cccc(Cl)c1)c1c(N)n(Cc2ccccc2)c(=O)[nH]c1=O (configuration not stated) | 3 | -0.9 | 0.3 | 100 | 6 | 3 | -6 | 6 | 1 | -20
CC(=O)N1CCN(S(=O)(=O)c2cccc(C(=O)Nc3cc(C(F)(F)F)ccc3N3CCOCC3)c2)CC1 | -3 | -3.5 | 0.0 | 101 | 3 | 8 | 1 | 6 | 3 | -3
COc1ccc(C(=O)Nc2ccccc2)cc1S(=O)(=O)NCc1ccco1 | -7 | -2.5 | 0.0 | 94 | -7 | ? | 1 | -2 | 2 | -1
COc1cc2cc(C(=O)N3CCN(Cc4ccc5c(c4)OCO5)CC3)c(=O)oc2cc1OC | 3 | -0.9 | 0.0 | 98 | 5 | -6 | 8 | 0 | 1 | -13

As entered above:
FC(F)(F)c1cnc(Oc2cccc3ccccc23)c(Cl)c1 – Glyco luc inh: -3
Cc1ccc(-c2cc(C(=O)N/N=C/c3c(C)nn(C)c3C)c3ccccc3n2)cc1C – aDG glyco act: -0.1
CSc1nc(N)nc2c1ncn2CC(=O)NCC(c1ccccc1)c1ccccc1 – MC4R barr agon: -2.9
CC[C@]12c3[nH]c4cc(CCC(=O)N(C)C)ccc4c3CCN1C(=O)[C@@H](CC(=O)NCCCN(C)C)C[C@@H]2C(=O)N1CCN(C(=O)C2CC2)CC1 – NOD2-RIPK2 inh: 11
CC(=O)N1CCN(S(=O)(=O)c2cccc(C(=O)Nc3cc(C(F)(F)F)ccc3N3CCOCC3)c2)CC1 – ABHD5-PLIN5 inh: 1
Cc1ccc(Oc2ccc3c(c2)C(=O)N(c2cccc4cccnc24)C3=O)cc1 – Exocytosis inh: -2
